# FEN1 inh = human FEN1 inhibition. Potency, µM (doses to about 114 µM), for the others: top-dose activity change, negative = inhibition, usual class: inhibitors. 390,000 compounds, 0.35% hits. Recombinant FEN1 flap cleavage, fluorescence, 15 min. AID 588795. P39748; active means well fitted inhibition curve with a large enough effect; inconclusive means small, poorly fitted or top-dose-only effect; inactive means no such curve, though single readings can be large or run the other way; further: nearly all actives have a fitted effect of over 65% in size
# Target sequence (P39748 whole entry, looked up): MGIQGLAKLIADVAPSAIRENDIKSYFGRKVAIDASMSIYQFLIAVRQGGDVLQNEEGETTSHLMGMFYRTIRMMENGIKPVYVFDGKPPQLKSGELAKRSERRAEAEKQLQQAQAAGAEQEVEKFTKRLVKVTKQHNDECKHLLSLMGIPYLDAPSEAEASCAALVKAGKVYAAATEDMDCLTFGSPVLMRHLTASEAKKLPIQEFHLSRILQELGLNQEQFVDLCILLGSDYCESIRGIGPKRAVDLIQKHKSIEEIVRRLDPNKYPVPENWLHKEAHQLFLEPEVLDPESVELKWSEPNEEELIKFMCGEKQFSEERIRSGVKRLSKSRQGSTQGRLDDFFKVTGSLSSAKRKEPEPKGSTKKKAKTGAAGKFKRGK
#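 Quantitative HTS format: each compound was titrated, incubated with 10 nM nuclease for 15 min at room temperature, then challenged with flap substrate at 50 nM final. Signal change over 15 min gave concentration–effect curves.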
# Numbers without * were called inactive; ? = inconclusive; & = joins results of further samples. On the % scale 0 is the no-effect control and ±100 the full control effect; potency means the concentration at half of the fitted maximal effect. This is a subset; rates above refer to the full screens.
SMILES,FEN1 inh
CC(=NNc1ccc2ccccc2n1)c1ccccc1O,5%
CCOC(=O)c1cnn(-c2sc(C(=O)OCC)c(C)c2C(=O)OCC)c1N,-5%
NC(=O)c1ccsc1NC(=O)c1cccs1,-4%
COc1ccc(CCN(C)C(=O)c2cc(-c3ccc(C)cc3)nc3ccccc23)cc1OC,-12%
CCOc1c(Cl)cc(CNCC(C)C)cc1Cl,-6%
Nc1c(/C=C2/C=CC(=O)C(O)=C2)c(=O)nc2sc(CC(=O)N3CCOCC3)nn12,25µM*
COc1ccc(/C=C(\C)C(=O)NO)cc1,1%
O=C(NCC(=O)N1CCCC(C(F)(F)F)C1)c1cccs1 (stereo not given),34%
O=S(=O)(NCCCCNS(=O)(=O)c1cccc2cccnc12)c1cccc2cccnc12,7%
COC(=O)NN1C(=O)C(c2ccccc2)=C(c2ccc(Cl)cc2)C1=O,3%

# Gathered by group, those above with a thiophene ring, fused or not.
SMILES,FEN1 inh
CCOC(=O)c1cnn(-c2sc(C(=O)OCC)c(C)c2C(=O)OCC)c1N,-5%
NC(=O)c1ccsc1NC(=O)c1cccs1,-4%
O=C(NCC(=O)N1CCCC(C(F)(F)F)C1)c1cccs1 (stereo not given),34%

# The list goes on:
SMILES,FEN1 inh
O=C(Nc1ccn(CCCNCC2CCCO2)c(=O)n1)OCc1ccccc1 (stereo not given),13%
C/C(=N\N=C(/C)c1cccc(N)c1)c1cccc(N)c1,3%
Cc1cccc(NC2=NC3(CCCCC3)N=C(N)N2)c1,-5%
C[C@@H](N)C(=O)N[C@H]1CCC2C3CC=C4C[C@@H](O)CC[C@]4(C)C3CC[C@@]21C (stereo not given in full),-27%
CCCCc1nc2sc3c(=O)[nH]c(=S)[nH]c3c2c2c1CCC2,-3%
Nc1nc(=S)[nH]c(N)c1N,-7%
CCCCN(C(=O)c1ccc2c(c1)S(=O)(=O)N=C1CCCCCN12)c1c(N)n(CC(C)C)c(=O)[nH]c1=O,1%
CC12CCC(=O)C=C1CCC1C2CCC2(C)C1CC1C3C(=O)N(Cc4ccccc4)C(=O)C3CC(=O)C12 (stereo not given),13%
Cc1cc2cc(C)c3nnc(SCC(=O)N4CCN(C(=O)c5ccco5)CC4)n3c2cc1C,5%
Nc1cccnc1S(=O)(=O)c1cccc(C(F)(F)F)c1,-3%

# 2 entries picked at random from the list so far, as already listed:
SMILES,FEN1 inh
C[C@@H](N)C(=O)N[C@H]1CCC2C3CC=C4C[C@@H](O)CC[C@]4(C)C3CC[C@@]21C (stereo not given in full),-27%
CCCCN(C(=O)c1ccc2c(c1)S(=O)(=O)N=C1CCCCCN12)c1c(N)n(CC(C)C)c(=O)[nH]c1=O,1%

# The results go on.
SMILES,FEN1 inh
CC1(C)CN=C(c2ccccc2)NC1,-1%
CCN(CCCN(C)C)c1ccc(/C=C/c2ccnc3ccccc23)cc1,50µM*
CC(C)(C)OC(=O)N1CCCC(C(=O)Nc2cccc(C(=O)NCCCCc3ccccc3)c2)C1 (stereo not given),-22%
O=C(CC(=O)c1ccccn1)c1ccccc1,3%
COc1ccc(N(CC(=O)NCC2CCCO2)C(=O)CCC(=O)Nc2nccs2)cc1 (stereo not given),1%
O=C(C[n+]1ccc2ccccc2c1)c1ccc(O)c(O)c1,11%
Cc1cc(C)nc(NN=CC2=C(N3CCOCC3)/C(=C/c3ccc(Cl)cc3)CC2)n1,1%
CCc1ccc(NC(=O)CSc2nnc(-c3ccccc3)n2CC)cc1,-2%
CCCCn1c(N)c(N(C(=O)CSc2nnnn2-c2ccc(C)cc2)C2CCCC2)c(=O)[nH]c1=O,17%
C=CCn1c(=O)/c(=C/c2ccsc2)s/c1=C(\C#N)C(=O)NCCN1CCOCC1,-2%
C=CCNC(=S)N/N=C/c1ccc(-c2ccc(Cl)cc2Cl)o1,-17%
COCOc1ccc(C=O)c(OCOC)c1,1%
Cc1cc(C)cc(C(=O)N2CCCCC2)c1,-3%
CNS(=O)(=O)c1cc(-c2nnc(N3CCOCC3)c3ccccc23)ccc1C,17%
COc1ccc(CNC(=O)CN2CCC(NC(=O)c3cccc(OC)c3)CC2)cc1,-2%
CC(C)(C)n1ncc2c(=O)n(Cc3ccc(SC(=O)O)cc3Cl)cnc21,-1%
CN(C)c1ccc(C=O)c(O)c1,-12%
O=C(/C=C/c1ccccc1)Nc1cccc(C(=O)N2CCCCC2)c1,-11%
O=C1C2CCCCN2C(=O)N1CCCN1CCN(c2cccc(C(F)(F)F)c2)CC1 (stereo not given),-1%
Cc1ccc(S(=O)(=O)n2cccc2C)cc1,-13%
CC(=O)C1CCC2C3CCC4CC(OC(=O)CCC(=O)O)CCC4(C)C3C(=O)CC12C (stereo not given),2%
CN(C)c1ccc(C=C2C=CC=C2)cc1,4%&-22%
C=CCc1cc(C=Nc2ccc(N3CCOCC3)cc2)cc(OCC)c1O,-4%
CC(C)Nc1ncnc2[nH]ncc12,-9%
O=C1NC(=S)S/C1=C\c1cc(Cl)cc(Cl)c1O,?
O=c1c2ccccc2nnn1CSc1nc2cc(Cl)ccc2c(=O)n1Cc1ccco1,2%
COc1ccc(/C=N\NC(=O)c2cccc(F)c2)cc1COc1ccccc1,-9%
Cc1ccccc1OCC(=O)NCC(=O)OCc1cccc2ccccc12,12%
COCCCn1c(SCC(=O)N2CCc3ccccc32)nnc1-c1ccoc1C,8%
CC(C)Oc1ccc(S(=O)(=O)N2CCOCC2)cc1NC(=O)c1nn(C)c(=O)c2ccccc12,-6%

# The last six records of the part above open the next one:
SMILES,FEN1 inh
O=C1NC(=S)S/C1=C\c1cc(Cl)cc(Cl)c1O,?
O=c1c2ccccc2nnn1CSc1nc2cc(Cl)ccc2c(=O)n1Cc1ccco1,2%
COc1ccc(/C=N\NC(=O)c2cccc(F)c2)cc1COc1ccccc1,-9%
Cc1ccccc1OCC(=O)NCC(=O)OCc1cccc2ccccc12,12%
COCCCn1c(SCC(=O)N2CCc3ccccc32)nnc1-c1ccoc1C,8%
CC(C)Oc1ccc(S(=O)(=O)N2CCOCC2)cc1NC(=O)c1nn(C)c(=O)c2ccccc12,-6%
COc1ccc(CCn2c3c(c(=O)[nH]c2=S)CN(c2ccccc2)CN3)cc1OC,-19%
CCC(C)NS(=O)(=O)c1ccc(NC(=O)CNCc2cccs2)cc1 (stereo not given),12%
C/C(=N\NC(=O)c1ccc(O)cc1)c1cccc(NC(=O)c2ccc(Cl)cc2)c1,-3%
NC(=O)c1ccc(NC(=O)CNc2cc(S(=O)(=O)N3CCOCC3)ccc2N2CCCC2)cc1,-13%
C#CCOCCOCCOCCNc1nc(N2CCN(C(=O)[C@H]([C@@H](C)CC)n3cc(CCC(=O)O)nn3)CC2)nc(N2CCN(C(=O)[C@H](CCCCN)n3cc(CCC(=O)O)nn3)CC2)n1,-4%
Cc1csc2nc(CNS(=O)(=O)c3cccnc3)cn12,1%
COC(=O)C1CC2=C(CCC2=O)N(c2ccccc2)C1=O (stereo not given),-4%
Cc1ccc(-c2nnc3c4ccccc4c(C)nn23)cc1S(=O)(=O)N1CCN(C)CC1,15%
CN(C(=O)c1cccc(NC(=O)Cc2ccc(NC(=O)C3CCN(S(=O)(=O)c4cccc([N+](=O)[O-])c4)CC3)cc2)c1)C1CCCCC1,20%
CC(=O)c1cccc(S(=O)(=O)N2CCN(c3nc(-c4cccs4)nc4ccccc34)CC2)c1,-7%
CC(C)Sc1ncnc2[nH]ncc12,2%
N#CC1C(=O)NC(=O)C(C#N)C12CCCC(C(F)(F)F)C2 (stereo not given),-4%
Cc1ccc(CNCc2cn[nH]c2-c2ccc(C)cc2)cc1,8%
COc1ccccc1NS(=O)(=O)c1ccc(C)c(C(=O)Nc2ccc(S(=O)(=O)Nc3onc(C)c3C)cc2)c1,-12%
COc1cc(Br)c(CC(=O)NO)cc1OC,1%
O=C(N/N=C/c1ccc(O)cc1O)C1CC1,0%
O=C(CN1C(=O)c2ccccc2S1(=O)=O)Nc1cc(S(=O)(=O)N2CCOCC2)ccc1N1CCOCC1,11%
CC(C)CN(CC(C)C)c1nn[nH]n1,-12%
COc1ccc2ccccc2c1/C=N\NC(=O)c1cccnc1,17%
C=C1CCN([C@@H](Cc2ccccc2)C(=O)N2CCOCC2)S(=O)(=O)c2ccccc21,-13%
Clc1ccc(CNc2ncnc3nc[nH]c23)cc1,-15%&-16%
COc1ccc(C(C)(C)C)cc1S(=O)(=O)NCC1CCCO1 (stereo not given),-11%
CC(=O)NC1CC2CCCC(C1)N2C(=O)Nc1ccccc1C (stereo not given),20%
CN(C(=O)c1ccc(NC(=O)Cc2ccc(NC(=O)C3CCN(C(=O)c4ccccc4)CC3)cc2)cc1)C1CCCC1,-7%
O=C(CN1CCOCC1)N1CCOCC1,3%
OCc1ccnc2oc3ccccc3c12,-9%
CN(C)c1ccc(/C=C/c2cc(/C=C/c3ccc(N(C)C)cc3)c3ccccc3n2)cc1,?
Cc1nc2sc(C(c3ccco3)N3CCC4(CC3)OCCO4)c(O)n2n1 (stereo not given),-6%
O=C(NCCc1ccc(Cl)cc1)C1CC(=O)N(C2CCCCC2)C1 (stereo not given),-6%
c1ccc(CCNCc2cccs2)nc1,3%
O=C(CN1CCN(CC(=O)c2ccccc2)CC1)c1ccccc1,-2%
Brc1ccc(/C=C2\C=Cc3ccccc32)cc1,0%
C[C@H]1CC[C@@]2(O[C@@H](CCO)C[C@H](O)[C@H]2O)O1,-5%
CC(C)NC1(C#N)CCN(Cc2ccccc2)CC1,2%
CCC[C@H]1COCCS(=O)(=O)N1Cc1cccc(F)c1,-7%
CC(=O)c1ccc(OCC(=O)NCCC2=CCCCC2)cc1,-2%
C=CS(=O)(=O)N(Cc1ccccc1Br)[C@H](CO)Cc1ccccc1,-12%&-11%
O=C(OCc1ccccc1C(F)(F)F)c1ccc(Br)c(S(=O)(=O)N2CCOCC2)c1,?
Fc1ccc(Oc2ccnc(Cl)n2)c(Cl)c1,-4%
COc1ccc(NC(=O)CCC(=O)c2ccc(F)cc2)cc1,1%
Cc1ccc(S(=O)(=O)N2CCN(c3nc(-c4ccc(CN5CCOCC5)s4)nc4ccccc34)CC2)cc1,7%
O=C(NCc1ccccc1)C1=C[C@@H](c2ccc(C(F)(F)F)cc2)C[C@@H](OCCCCO)O1,?
COc1cc(C2c3[nH]c4ccccc4c3CC3COC(=O)N32)cc(OC)c1O (stereo not given),5%
CC1(C)CC(=O)c2cc(C(=O)NCCc3ccccc3)c(=O)[nH]c2C1,?
CSc1n[nH]c(-c2ccco2)n1,8%
OC(CN1CCOCC1)c1ccccc1 (stereo not given),-3%
Cc1ccc(-n2c(C)nc3ccsc3c2=O)cc1,6%
COc1cc2nc(NC3CCN(C)CC3)nc(N3CCCN(C)CC3)c2cc1OC,?
CN(C(=O)c1cccc(NC(=O)Cc2ccc(NC(=O)C3CCN(C(=O)c4ccccc4)CC3)cc2)c1)C1CCCC1,-13%
COc1ccc(-c2cc3cc(OC)c(OC)cc3cn2)cc1OC,-10%

# Later entries.
SMILES,FEN1 inh
S=c1[nH]c(=S)c2n[nH]nc2[nH]1,?
COc1ccc([C@H]2/C=C\CN(C(=O)c3ccc(C)cc3)[C@@H](C)C(=O)N2Cc2ccc(F)cc2)cc1,-22%
S=c1[nH]cc(Oc2ccc(Cl)cc2Cl)c(=S)[nH]1,3%
O=S(=O)(c1ccc2c(c1)CCCC2)N1CCN(c2nc(-c3cccs3)nc3ccccc23)CC1,3%
COc1ccc(-c2nc(-c3ccc(C(=O)O)cc3)no2)cc1,-20%
Cc1cc(C(F)F)n2nc(C(=O)Nc3ccc(S(=O)(=O)N4CCCCCC4)cc3)nc2n1,-1%
O=c1[nH]nnc2c1sc1nc(N3CCOCC3)c3c(c12)CCCC3,-15%
Nc1nc2c(nc(N3CCOCC3)n2COCCO)c(=O)[nH]1,-6%
Fc1ccccc1/C=N/Nc1cc(N2CCCCC2)ncn1,20%
COc1ccc(NS(=O)(=O)c2cc(NC(=O)CCc3ccc(OC)c(OC)c3)ccc2N2CCOCC2)cc1,-14%
O=C(NN=Cc1cccc2ccccc12)C1CC1,-1%
O=S(=O)(c1ccc(NC(=S)NN=Cc2ccccc2O)cc1)N1CCCCC1,-14%
CC(=O)c1ccc(N2CCN(C(=O)c3ccccc3SCC(=O)NCc3ccco3)CC2)c(F)c1,-3%
CC1(C)CC(C(=O)Nc2ccccc2)C(=O)O1 (stereo not given),-1%
S=C(c1ccccc1)N1CCN(c2ccccc2)CC1,-12%
COc1ccc(CNC(=O)Cn2cc([N+](=O)[O-])cn2)cc1,2%
O=C1/C(=C/c2cccnc2)SC(=S)N1Cc1ccco1,1%
N#Cc1nc(-c2ccccc2)cc(-c2ccccc2)n1,13%
NC(=O)c1nc(-c2ccccc2)c(-c2ccccc2)[nH]c1=O,1%
CC(C)C(=O)Nc1cccc(N2CCN(CCCN3C(=O)C4CCCCN4C3=O)CC2)c1 (stereo not given),?
COc1cc2nc(NC3CCN(C)CC3)nc(NC3CCN(C)CC3)c2cc1OC,45µM*
CC1(C2CCCC2)NC(=O)NC1=O (stereo not given),0%
COc1ccc(S(=O)(=O)Nc2c(O)ccc3ccccc23)cc1OC,?
OCCN1c2ccccc2CCc2ccccc21,-2%
CCN(CC)c1ccc(-c2nnc(SCC(=O)NCc3ccco3)n2CC)cc1,-17%
Cc1cc2c(=O)n(C)c(SCC(=O)NCC3CCCO3)nc2s1 (stereo not given),-23%
CC(CNCCCn1cnc2c(OCc3ccccc3)ncnc21)c1ccccc1 (stereo not given),-9%
C(=C\c1cnc2ccccc2n1)/c1ccc2c(c1)OCO2,4%
COC(=O)C(C)(C)c1cccnc1C#N,-13%
Clc1nc(NCc2ccco2)c2[nH]cnc2n1,0%
OCC[C@@H]1C[C@H](O)[C@@H](O)[C@@]2(CCCCO2)O1,1%

# High-throughput results: PubChem, National Center for Advancing Translational Sciences (NCATS)
